Assay outcomes (PubChem BioAssay)
AddAB inh: less growth of phage-infected E. coli with AddAB. E. coli expressing H. pylori AddAB, absorbance growth. inhibition, % at 11.9 µM. hit rate 0.29% among 330,000; in the data active = inhibition above about 12%;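 also: 0% = vehicle wells of infected cells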
CAL PDZ FP-1: CAL PDZ (human) peptide binding inhibition | Q9HD26 | hit rate 0.92% among 300,000 | inhibition, % at 24.9 µM | AID 602252 | purified CAL PDZ, TMR-peptide fluorescence polarization, 1 h;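 active = mean inhibition of at least 30% with at least half of replicates also reaching 30%; inconclusive = no clear call, values can overlap the other calls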;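 also: 0% = DMSO neutral control and 100% = excess unlabeled competitor peptide PRC23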
MITF act: MITF TRPM1 promoter activation in melanoma cells | SK-MEL-5 TRPM1-promoter luciferase, 24 h; % of positive control, neutral wells = 0 | activation, % at 12.5 µM | AID 588334 | hit rate 0.75% among 300,000;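 active = mean activation of at least 80% with every replicate also reaching 80%; inconclusive = mean reaches 80% but some replicate falls short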;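 also: 0% = neutral control wells and 100% = parthenolide positive control wells; values of inactives mirror those of a sister screen read the other way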
Ecoli viability: counter-screen for AddAB inhibitors: E. coli growth inhibition; E. coli V3065 growth, OD600 absorbance, 18 h; inhibition, % at 11.9 µM; hit rate 0.27% among 330,000; AID 449728;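 active = inhibition above the campaign's mean inhibition across all tested compounds plus 3 SD, cut at about 9.9% in these data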;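 also: uninfected addAB+ strain grown without phage in ampicillin broth; 0% = DMSO wells and 100% = ciprofloxacin 0.95 µg/ml wells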
Tat transport: E. coli Tat transport inhibition; E. coli MC4100 TorA-mCherry Tat export, fluorescence; inhibition, % at 10 µM; hit rate 0.036% among 340,000; AID 488895;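 active = mean replicate inhibition at least 50% and at least half of replicates individually reaching 50%; inconclusive = only one of the two criteria met; inactive = neither criterion met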;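 also: exported cargo escapes ClpAP degradation while cytoplasmic cargo is degraded and loses fluorescence; 0% = median of neutral control wells and 100% = median of NaSCN control wells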
SR-BI uptake up: activators of SR-BI mediated HDL lipid uptake. activation, % at 12.5 µM. hit rate 0.096% among 320,000. CHO ldlA[mSR-BI] cells, DiI-HDL uptake fluorescence, 3 h; 100 = double the neutral-control signal;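 active = mean replicate activation of at least 60% and every replicate at or above 60%; inconclusive = mean or all-replicate condition met, but not both; inactive = mean below 60% and not all replicates reaching 60%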;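 also: 0% = median plate neutral-control signal and 100% = twice that signal; values of inactives mirror those of a sister screen read the other way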
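system = CHO ldlA[mSR-BI] cells, LDL receptor-null, SR-BI overexpressing | medium = Ham's F12 with 0.5% BSA, HEPES 25 mM, pH 7.4 | probe or stimulus = DiI-HDL 10 µg/mL | compound dosing = single-point compound dose | incubation = compound exposure 3 h, 37 °C | technique = DiI fluorescence, bottom read | read-out = cell-associated DiI fluorescence as measure of HDL uptake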
SR-BI HDL uptake: blocks mouse SR-BI lipid uptake from DiI-HDL | hit rate 0.96% among 320,000 | Q61009 | ldlA[mSR-BI] CHO cells, DiI-HDL uptake fluorescence, 3 h | inhibition, % at 12.5 µM | AID 488896;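 active = mean replicate inhibition of at least 70% and a set share of replicates each scoring 70 or more; inconclusive = meets just one of the two criteria; inactive = fails both criteria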;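 also: 0% = median of neutral control wells and 100% = median of positive control wells; values of inactives mirror those of a sister screen read the other way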
Target sequence (Q61009 whole entry, looked up): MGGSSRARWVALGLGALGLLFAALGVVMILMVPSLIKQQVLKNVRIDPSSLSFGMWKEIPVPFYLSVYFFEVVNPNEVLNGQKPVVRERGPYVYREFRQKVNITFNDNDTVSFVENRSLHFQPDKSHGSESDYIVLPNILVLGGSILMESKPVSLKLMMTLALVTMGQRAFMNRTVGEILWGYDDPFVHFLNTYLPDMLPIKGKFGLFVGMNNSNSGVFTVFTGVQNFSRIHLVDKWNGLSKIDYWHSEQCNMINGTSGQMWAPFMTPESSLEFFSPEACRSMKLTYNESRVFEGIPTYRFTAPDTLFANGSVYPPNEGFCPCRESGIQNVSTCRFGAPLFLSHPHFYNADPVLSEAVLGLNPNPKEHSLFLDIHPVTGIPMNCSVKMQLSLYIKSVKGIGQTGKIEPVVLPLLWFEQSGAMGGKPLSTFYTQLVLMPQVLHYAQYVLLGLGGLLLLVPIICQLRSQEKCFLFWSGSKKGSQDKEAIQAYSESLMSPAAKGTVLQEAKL
phage Ecoli inh: E. coli growth loss with phage present. growth absorbance. inhibition, % at 11.9 µM. hit rate 0.26% among 360,000; in the data active = inhibition above about 11%
Wnt act: Wnt/beta-catenin pathway activation; activation, % at 9.35 µM; hit rate 1.2% among 300,000; Wnt/beta-catenin reporter cell assay, activator, plate reader; in the data active = activation above about 30%, passing the limit was not always enough; inconclusive = no clear call, values can overlap the other calls;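 also: 0% = neutral control wells and 100% = positive control wells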
CAL PDZ FP-2: human CAL PDZ-peptide interaction inhibition; purified CAL PDZ, TMR-peptide fluorescence polarization, 1 h; AID 504414; Q9HD26; inhibition, % at 20 µM; hit rate 0.02% among 330,000;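 active = highest replicate inhibition of at least 40%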;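 also: plate controls were DMSO neutral control wells for no effect and unlabeled competitor peptide control wells for full effect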
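Assay system – tagged CAL PDZ protein CerCALP, purified · Timing – 1 h at RT · Compound – single point, 20 µM · Measured by – fluorescence polarization from S- and P-plane intensities, G-factor corrected · Evaluation – inhibition from polarization loss · Probe or stimulus – TMR reporter peptide T*-PRC34 · Buffer or medium – pH 7.4 phosphate-saline buffer, reducing agent, detergent, IgG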
Starred values were filed as active, the others as inactive; ? = inconclusive; / = no result given.

canonical_smiles	AddAB inh	CAL PDZ FP-1	MITF act	Ecoli viability	Tat transport	SR-BI uptake up	SR-BI HDL uptake	phage Ecoli inh	Wnt act	CAL PDZ FP-2
Cc1n[nH]c(=S)n1/N=C/c1cccc(OCc2ccccc2)c1	1.2	-4	13	-0.8	-5	5	-5	2.8	1	-1.3
CCCCC(=O)Nc1ccccc1C(=O)OCC(=O)c1ccc2c(c1)OCCO2	4.2	-1	26	1.2	-3	-16	16	-0.8	23	-0.4
CC(C)[C@H](NC(=O)c1ccco1)C(=O)OCC(=O)NC12CC3CC(CC(C3)C1)C2	-0.2	6	-3	-1.7	0	33	-33	0.1	0	-0.3
CN(C(=O)CSc1nc(-c2ccccc2)cs1)C1CCS(=O)(=O)C1 (centres undefined)	-0.6	4	-1	0.2	7	-2	2	2.0	/	-0.2
N#Cc1ccc(C(=O)Nc2cc(-c3ccccc3)nn2-c2ccccc2)cc1	3.7	-2	-3	-0.9	5	-18	18	3.5	2	-0.9
CC(C)CCNC(=O)CN(Cc1ccco1)C(=O)CCC(=O)Nc1nccs1	0.8	-3	-1	-3.2	-1	0	0	1.4	1	-2.6
CCN1CCN(c2nc(N)c([N+](=O)[O-])c(Nc3ccc(C)cc3)n2)CC1	1.6	-2	13	-3.6	-4	11	-11	3.1	6	-1.4
COc1ccc(C2=NS(=O)(=O)N(C)C(C(=O)NC3CCCC3)=C2)cc1OC	2.7	/	9	3.0	-2	-9	9	2.9	0	-0.9
CCn1c(SCC(=O)NC2=NCCS2)nnc1C(C)NC(=O)c1ccc(Cl)cc1 (centres undefined)	1.2	-16	-7	2.5	5	-12	12	4.0	-1	-1.1
Cc1c(N(C)C(=O)c2ccccc2F)c(=O)n(-c2ccccc2)n1C	1.0	0	-7	0.8	0	0	0	3.0	/	1.4
COc1ccc(C(=O)Nc2ccc(S(=O)(=O)Nc3cc(C)nc(C)n3)cc2)c(OC)c1	1.0	-3	-10	-0.8	-1	-5	5	1.4	/	0.1
O=C(NNC(=O)C1CC(c2cccs2)=NO1)Nc1ccccc1 (centres undefined)	-1.8	-5	0	0.4	-5	47	-47	0.3	0	0.1
CN1CCC(N(C)CC(=O)Nc2ccc3c(c2)OC(F)(F)O3)CC1	0.8	-2	1	2.2	1	13	-13	2.1	-2	0.1
CC1(C)Cc2ccccc2-c2[nH]c(=S)[nH]c(=O)c21	2.3	-6	/	-1.7	-7	-2	2	1.8	1	-0.4
CCN1CCN(c2ncc3c(n2)CC(c2cc(OC)c(OC)c(OC)c2)CC3=O)CC1 (centres undefined)	-1.4	50*	-32	-1.3	-7	1	-1	3.5	/	-0.6
CCN(C(=O)COC(=O)CCC(=O)c1cccs1)C1CCCCC1	-0.2	-4	13	0.8	-5	22	-22	2.3	-1	0.2
COc1ccc(Cl)cc1-c1nc(SCC(=O)NC(C)C(C)C)n[nH]1 (centres undefined)	-0.4	/	1	1.2	-4	-1	1	4.4	11	-0.7
CN(C)c1ccc(-c2nnc(-c3cccnc3)o2)cc1	/	4	43	/	-4	-3	3	2.5	0	0.6
Cc1ccc(CNc2nc3ccccc3s2)s1	2.4	-1	-2	-0.9	-1	-9	9	2.2	-1	/
CCOCC(O)CNC(=O)c1ccc(OC2CCN(C(=O)c3cccnc3)CC2)cc1 (centres undefined)	1.0	0	-6	3.8	4	3	-3	3.8	0	-2.3
COc1cc2nc(CC(C)C)n(NC(=O)c3ccccc3)c(=O)c2cc1OC	1.2	/	1	-0.7	1	-9	9	1.0	-2	-2.3
Cc1ccc(Cn2cnc3ccccc32)cc1C	4.9	6	-17	-0.3	-2	/	/	3.8	1	-1.4
Cc1cc(N2CCOCC2)nc2ccc(NC(=S)N3CCN(c4ccccc4)CC3)cc12	3.2	8	-27	-0.5	-6	-54	54	5.8	3	1.0
COc1ccc(CCNC(=O)CSc2nnc3ccc(-c4ccncc4)nn23)cc1	-0.6	-5	-3	-0.6	2	/	/	1.2	-3	-2.6
Cc1cc(Cl)ccc1C(=O)C1CCCN(C(=O)c2ccsc2)C1 (centres undefined)	0.6	3	-6	1.1	-2	10	-10	3.3	0	-0.5
COc1ccc(N(CC(=O)NCCc2ccc(C)cc2)S(=O)(=O)c2c(C)noc2C)cc1	1.2	1	-3	-0.2	-3	28	-28	1.6	4	-1.9
O=C(NCCCn1ccnc1)C(=O)NCC1OCCCN1S(=O)(=O)c1ccc(F)cc1 (centres undefined)	0.8	0	-6	-1.1	-4	3	-3	8.7	-4	-1.6
CSCCC(NC(=O)c1cc([N+](=O)[O-])ccc1Cl)C(=O)O (centres undefined)	2.0	0	-4	0.0	-22	5	-5	1.3	2	-0.5
Cc1oc2cc(O)ccc2c(=O)c1Oc1ccc2ccccc2c1	1.5	-3	/	-1.6	0	12	-12	1.2	/	-0.8
CCOc1ccc(C(=O)NCc2ccccc2)cc1Br	-0.7	-1	-9	0.8	9	-50	50	3.9	-2	-2.0
COc1ccc(/C=C(\C#N)C(=O)Nc2cc(S(=O)(=O)N3CCOCC3)ccc2N2CCCC2)cc1	3.7	-3	9	0.3	5	-4	4	2.3	-3	-2.0
O=C1CCC(=O)N1N1C(=O)C2C3c4ccccc4C(c4ccccc43)C2C1=O (centres undefined)	2.8	-5	-2	-0.7	4	-10	10	4.7	-8	-0.2
CCC(=O)Nc1c(C)nn(C(=O)CC)c1C	4.5	8	-7	-2.1	2	3	-3	0.9	/	-0.1
CCOC(=O)c1sc(Nc2nc3c(OC)cccc3s2)nc1C	1.5	1	1	-2.0	-9	-56	56	-2.8	/	0.6
Cn1c(=O)c([N+](=O)[O-])c(N2CCN(Cc3ccc4c(c3)OCO4)CC2)c2ccccc21	1.1	/	/	-0.7	5	18	-18	0.7	0	-1.5
Cc1cc(C)n2c(Nc3ccc4c(c3)OCCO4)c(-c3ccc(C)o3)nc2n1	-1.7	1	19	0.0	9	-38	38	1.6	24	2.2
O=C(NC(=S)Nc1nc(-c2ccccc2)cs1)c1ccco1	-0.2	0	2	-0.9	-6	-3	8	1.9	8	-2.9
S=c1[nH]nc2n1CCCN2	-1.2	/	-8	-1.0	-1	1	-1	-1.5	1	-0.7
COCCn1c(SCC(=O)Nc2ncc(Cl)c(C)c2Cl)nc2ccccc21	0.1	-20	/	-0.6	1	-37	37	1.4	4	/
CCOc1ccc(C(=O)NCC(=O)OCC(=O)Nc2ccc(C)c(S(=O)(=O)N(C)C)c2)cc1	5.1	5	4	-2.9	13	13	-13	3.2	-1	-27

Part of the list above in order of formula weight, ascending:
canonical_smiles	AddAB inh	CAL PDZ FP-1	MITF act	Ecoli viability	Tat transport	SR-BI uptake up	SR-BI HDL uptake	phage Ecoli inh	Wnt act	CAL PDZ FP-2
Cc1oc2cc(O)ccc2c(=O)c1Oc1ccc2ccccc2c1	1.5	-3	/	-1.6	0	12	-12	1.2	/	-0.8
Cc1cc(Cl)ccc1C(=O)C1CCCN(C(=O)c2ccsc2)C1 (centres undefined)	0.6	3	-6	1.1	-2	10	-10	3.3	0	-0.5
O=C1CCC(=O)N1N1C(=O)C2C3c4ccccc4C(c4ccccc43)C2C1=O (centres undefined)	2.8	-5	-2	-0.7	4	-10	10	4.7	-8	-0.2
CCOc1ccc(C(=O)NCC(=O)OCC(=O)Nc2ccc(C)c(S(=O)(=O)N(C)C)c2)cc1	5.1	5	4	-2.9	13	13	-13	3.2	-1	-27
COc1ccc(/C=C(\C#N)C(=O)Nc2cc(S(=O)(=O)N3CCOCC3)ccc2N2CCCC2)cc1	3.7	-3	9	0.3	5	-4	4	2.3	-3	-2.0

Later entries
canonical_smiles	AddAB inh	CAL PDZ FP-1	MITF act	Ecoli viability	Tat transport	SR-BI uptake up	SR-BI HDL uptake	phage Ecoli inh	Wnt act	CAL PDZ FP-2
COc1cccc(NC(=O)CCC(=O)Nc2cccc(OC)c2)c1	4.6	-3	-1	1.2	6	6	-6	5.5	/	-0.3
CCc1ccc[n+](-c2[nH]c(=O)sc2/C=N/N=C(\N)[O-])c1	-0.9	-13	0	-1.6	0	0	0	3.0	0	-0.2
CCc1c(C)sc(NC(=O)c2ccc(Br)o2)c1C(=O)OC	2.1	-3	-8	-2.0	12	-10	10	3.3	0	0.5
COc1ccc2[nH]c(O)c(N=NC(=N)N)c2c1	2.7	-1	8	1.0	-2	-5	5	3.8	-1	0.4
O=C(COc1ccccc1Cl)NCCCNC(=O)c1ccncc1	2.2	/	-3	0.8	-4	/	/	-2.4	0	-1.3
O=C(O)CC/C(=N/NC(=O)CNC(=O)C(c1ccccc1)c1ccccc1)c1ccccc1	0.9	-1	-3	1.6	-1	/	/	1.7	2	-1.5
Cc1ccc(NC(=O)CN(C)S(=O)(=O)c2cccs2)c(Br)c1	2.6	-1	11	1.8	-9	-15	15	5.3	1	-2.1
CC(C)c1ccc(CNCc2ccccc2)cc1	2.1	2	55	-0.5	3	-1	1	1.1	/	-2.3
Cc1ccc(S(=O)(=O)Nc2c(C)n(C)n(-c3ccccc3)c2=O)cc1C(=O)NCc1ccco1	/	2	0	/	?	3	-3	1.9	-2	-1.1
COCCCNC(=S)N(Cc1ccccc1)Cc1nc2ccccc2c(=O)[nH]1	2.1	2	2	-1.0	0	41	-41	2.5	-1	-0.3
Cn1c(-c2ccccc2O)cc2ccccc21	3.2	-3	5	0.6	10	10	-10	-1.5	-3	-0.4
CCC1CCCCN1C(=O)CSc1nnc(-c2ccc(Cl)cc2)o1 (centres undefined)	4.3	/	/	-0.2	4	-4	4	1.4	1	0.3
CCOC(=O)N1CCN(C(=O)CCc2c(C)nc3nc(C)nn3c2C)CC1	2.8	/	5	0.9	-2	-4	4	0.4	/	-2.1
COC(=O)c1sccc1NC(=O)C1CC(C)=C(C)CC1C(=O)O (centres undefined)	1.2	-4	/	0.8	-2	6	-6	0.8	1	-1.7
Cc1c(Cl)cccc1NC(=O)Cc1cccs1	4.1	-8	-3	0.0	-3	14	-14	0.4	-3	-0.4
O=C(CN1C(=O)c2ccccc2S1(=O)=O)NCc1cccnc1	2.1	-2	3	0.2	-4	-3	3	2.0	/	0.1
CCCCc1c(C)nc2ccc(OC)cc2c1SCCC(=O)O	-1.0	1	6	-2.5	3	-9	9	0.1	0	0.0
O=C(Cn1nnc(-c2ccccc2Cl)n1)N/N=C/c1ccc(-c2cccc(Cl)c2)o1	0.7	2	20	1.9	-4	-13	13	3.0	/	-1.0
